# NS5 inhibitors: Dengue-2 NS5 methyltransferase inhibitors, primary screen, biochemical, confirmation dose response (AID 588689); Dengue-2 NS5 methyltransferase capping enzyme assay, biochemical; higher % means a stronger effect; inhibition, % at 25 µM; hits with a dose series show IC50 in µM; hit rate 0.3% among 340,000; in the data active means a potency from the dose series; inconclusive means inhibition above about 29% without an active follow-up result
# MgcRacGAP inhibition: MgcRacGAP GTPase-activating activity inhibitors, confirmation, biochemical, ADP Hunter fluorescence; MgcRacGAP-stimulated Rac1 GTP hydrolysis, ADP Hunter fluorescence; higher % means a stronger effect; GST-tagged Rac1 F28L mutant substrate; inhibition, % at 30 µM, or IC50 in µM where a hit was titrated; hit rate 0.6% among 340,000;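 active means first-screen hits whose inhibition reached a set limit at any dose in the follow-up dose series; inconclusive means inhibition above the set first-screen limit but never retested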;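 further: fluorescence reports GDP produced by GAP-driven GTP hydrolysis; strong numbers were not always called active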
# XIAP antagonists: small molecules displacing peptide from XIAP – biochemical, IAP family, fluorescence polarization (AID 1018); XIAP BIR domain, fluorescence polarization peptide displacement; higher % means a stronger effect; hit rate 0.007% among 200,000; displacement, % at 20 µM, or IC50 in µM where a hit was titrated; in the data active means displacement above about 50%; further: a part of the inactive calls stands beside numbers as strong as those of hits
# HIV peptide binding: inhibitors of HIV fusion peptide binding, primary screen, biochemical, uHTS, fluorescence dequenching (AID 1986); hit rate 0.3% among 290,000; inhibition, % at 20 µM, or IC50 in µM where a hit was titrated; cell-free peptide binding, fluorescence dequenching, 30 min; higher % means a stronger effect; in the data active means inhibition mostly above about 52%, no sharp cut-off; inactive means mostly below about 76%; further: some results filed as inactive read as strong as hits
# LYP phosphatase: inhibitors of LYP phosphatase, biochemical, fluorescence intensity, uHTS (AID 1779). recombinant LYP phosphatase, fluorescence intensity; higher % means a stronger effect. hit rate 0.054% among 290,000. inhibition, % at 11.5 µM; hits with a dose series show IC50 in µM; in the data active means inhibition above about 50%;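 further: plate controls were vehicle with enzyme for no effect and no enzyme for full effect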
# Siah-1 displacement: Siah-1 peptide-binding antagonists, primary screen, biochemical, fluorescence polarization, rhodamine-plectin, uHTS (AID 1817) | Siah-1 / rhodamine-plectin peptide fluorescence polarization; higher % means a stronger effect | one-dose displacement, % at 20 µM; IC50 in µM for titrated hits | hit rate 0.02% among 290,000;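 active means displacement of at least 50% at 20 µM, with a fluorescence ratio check between 0.3 and a set limit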;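 further: plate controls were Siah plus tracer with DMSO for no effect and tracer alone without Siah for full effect; strong numbers were not always called active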
# RSV CPE inhibition: RSV antiviral activity via CPE protection, HEp-2 cells, primary 10 µM value included (AID 2391); HEp-2 cells, RSV-induced CPE inhibition; higher % means a stronger effect; one-dose CPE inhibition, % at 10 µM; IC50 in µM for titrated hits; hit rate 0.13% among 310,000; in the data active means a potency from the dose series; inconclusive means CPE inhibition mostly from about 23% at the one dose, without a potency; inactive means the rest, 99 in 100 with CPE inhibition below about 21%; further: strong numbers were not always called active
# AID2073: disruptors of CaV2.2 binding to Mint1 – biochemical, HTRF (AID 2073). HTRF protein-protein interaction, Mint1-CaV2.2; higher % means a stronger effect. inhibition, % at 20 µM; hits with a dose series show IC50 in µM. hit rate 0.19% among 290,000; in the data active means inhibition mostly above about 51%, no sharp cut-off; inconclusive means no clear call, values can overlap the other calls; inactive means mostly below about 53%; further: some results filed as inactive read as strong as hits
# SV40 large T antigen: TAg ATPase/helicase activity blockers – biochemical (AID 1903) | SV40 large T antigen ATPase/helicase inhibition assay; higher % means a stronger effect | inhibition, % at 20 µM, or IC50 in µM where a hit was titrated | hit rate 0.39% among 310,000; in the data active means a potency from the dose series; inconclusive means inhibition mostly from about 32% at the one dose, without a potency; inactive means the rest, 99 in 100 with inhibition below about 32%; further: strong numbers were not always called active
# * hit, by the source's call; u = inconclusive; x = not tested or not shown.
SMILES,NS5 inhibitors,MgcRacGAP inhibition,XIAP antagonists,HIV peptide binding,LYP phosphatase,Siah-1 displacement,RSV CPE inhibition,AID2073,SV40 large T antigen
CC([NH2+][O-])C(C)(C)NO (stereo not drawn),-2%,-4%,-2.2%,-1.3%,-2%,2%,0.7%,-8%,1%
N#Cc1c(Nc2ccc(F)cc2)sc(C(=O)c2ccc(F)cc2)c1N,-5%,0%,-8.3%,-0.6%,-9%,2%,0.0%,-17%,-3%
C=C(C)CSc1nncn1/N=C/c1ccc(OC)cc1,-2%,0%,-7.3%,43%,-6%,-1%,-0.2%,-4%,-15%
COc1cccc(C(=O)NCCS(=O)(=O)NCc2cccs2)c1,-11%,-6%,x,x,x,x,-1.4%,x,3%
CC(C)N1CC(C(=O)Nc2ccc(S(=O)(=O)N3CCCCC3)cc2)CC1=O (stereo not drawn),-9%,-6%,x,-0.5%,-7%,13%,2.6%,7%,5%
O=C(O)c1cc(N/N=C/c2c(O)ccc3ccccc23)ccc1Cl,7%,36µM*,x,38%,2%,-4%,5.1%,-8%,5%
Cc1ccc(-c2[nH]c(=S)[nH]c(=O)c2C#N)cc1,-5%,4%,-7.7%,1.5%,-6%,2%,1.0%,-9%,3%
Cc1ccc(OCCCC(=O)NC2CCCCC2)cc1,0%,-9%,x,-0.3%,-7%,2%,1.3%,-5%,27%
O=C(c1ccccc1)N(NC(=O)C(O)(c1ccccc1)c1ccccc1)c1cccc(F)c1,2%,8%,0.2%,3.7%,-4%,16%,1.8%,5%,-2%
O=C(Nc1ccc(Br)cc1)Nn1cnnc1,-10%,6%,x,-2.1%,-6%,4%,1.3%,8%,7%
CC(NC(=O)NC1CCCCC1)c1ccc2c(c1)OCO2 (stereo not drawn),4%,-4%,2.2%,-1.4%,-2%,-2%,1.6%,-8%,1%
CCS(=O)(=O)N1CCN(Cc2ccc([N+](=O)[O-])cc2)CC1,3%,17%,-6.6%,-2.0%,-5%,-1%,0.2%,16%,9%
COc1ncccc1-c1nnn(-c2ccc(Cl)c(Cl)c2)n1,-6%,7%,-1.9%,-0.7%,-1%,-3%,3.3%,16%,1%
O=C(O)CNC(=O)/C(=C\c1cccc([N+](=O)[O-])c1)NC(=O)c1ccco1,0%,4%,x,-0.9%,-11%,-5%,1.9%,u,10%
CN(C(=O)COC(=O)C1CCN(S(=O)(=O)c2cccs2)CC1)C1CCS(=O)(=O)C1 (stereo not drawn),-3%,0%,-1.7%,1.0%,2%,2%,1.7%,-1%,13%
COc1cccc(OC)c1C(=O)NC(=S)NCc1cccnc1,-9%,6%,x,-1.1%,-5%,1%,0.2%,-3%,-1%
Cc1cc(/C=N/NC(=O)c2ccncc2)c(C)n1-c1cccc(C(F)(F)F)c1,6%,-21%,x,-1.1%,-4%,-1%,2.1%,11%,15%
O=c1[nH]c(COc2ccc(Cl)cc2Cl)nc2ccccc12,-4%,7%,x,1.4%,-8%,-4%,20%,14%,23%
Cc1cc(Cl)ccc1OCCCC(=O)NCCN1C(=O)S/C(=C\c2cccnc2)C1=O,1%,6%,-1.9%,2.7%,-4%,-5%,4.8%,0%,6%
COc1cc(NC(=O)c2ccc(N3CC4CC(C3)c3cccc(=O)n3C4)c(NC(=O)c3ccncc3)c2)cc(OC)c1OC (stereo not drawn),-5%,8%,x,1.0%,-5%,2%,2.3%,-12%,12%
O=C(CCC1CCCCC1)NCCN1C2=NC[C@@H](Cc3ccccc3)N2C[C@H]1Cc1ccc(O)cc1,-1%,9%,-12%,-2.3%,-7%,-9%,-0.2%,12%,5%
CCc1cc2c(=O)c(-c3nc4ccccc4n3C)c(C)oc2c(CN2CCN(CCO)CC2)c1O,-2%,0%,-3.2%,-1.0%,-4%,1%,1.5%,14%,0%
Cc1cc(NC(=O)CN2CCOCC2)n(-c2nc3ccccc3s2)n1,x,x,-4.6%,-0.7%,-1%,4%,1.8%,-6%,10%
COc1ccc(C(=S)N2CCN(c3ccccc3Cl)CC2)cc1OC,-20%,14%,x,-0.8%,2%,-1%,9.5%,27%,9%
O=[N+]([O-])c1nn(-c2ccc(Cl)cc2)n(O)c1=NCc1cccnc1,1%,-1%,-9.0%,-4.7%,-8%,-2%,6.6%,0%,3%
# The results go on.
SMILES,NS5 inhibitors,MgcRacGAP inhibition,XIAP antagonists,HIV peptide binding,LYP phosphatase,Siah-1 displacement,RSV CPE inhibition,AID2073,SV40 large T antigen
Cc1cc(N2CCN(C(=O)OC(C)(C)C)CC2)n2ncnc2n1,-7%,11%,0.1%,1.9%,0%,-1%,0.5%,4%,2%
Cc1ccc(NC2=NC(C(=O)Nc3ccc(C)c(C)c3)CC(=O)N2)cc1 (stereo not drawn),1%,8%,0.1%,-0.8%,-4%,0%,2.4%,-4%,-1%
CCC(=O)NS(=O)(=O)c1cccnc1Nc1ccccc1Cl,5%,7%,-6.3%,-0.6%,-6%,3%,3.0%,-3%,4%
CCn1c(SCC(=O)Nc2cc3oc4ccccc4c3cc2OC)nnc1-c1cccs1,-7%,3%,-3.8%,1.0%,10%,-1%,7.0%,-4%,5%
Cc1ccc(C2=NOC(C)(c3nnc(Cc4ccccc4)o3)C2)cc1 (stereo not drawn),-1%,1%,x,x,x,x,3.7%,x,12%
Cc1cccnc1NC(=O)C1CCN(S(=O)(=O)c2cccs2)CC1,0%,4%,-7.8%,-1.3%,-6%,1%,0.1%,-6%,8%
CCN1C(=O)[C@@H]2[C@@H](c3ccc(-c4ccc(OC)cc4)cc3)N3CCCC[C@@]3(C(=O)OC)[C@@H]2C1=O,-10%,5%,x,x,x,x,4.3%,x,3%
O=C(COC(=O)c1ccccc1NC(=O)c1ccccc1)c1ccc([N+](=O)[O-])cc1,-9%,7%,-6.4%,1.8%,6%,7%,4.2%,-25%,15%
O=C(c1sc2cccc(F)c2c1Cl)N1CCN(c2ncccn2)CC1,-5%,8%,0.9%,-0.7%,-2%,3%,18%,9%,3%
COc1ccc(-c2[nH]ncc2CN2CCCC(C(=O)c3cccc(OC)c3)C2)cc1 (stereo not drawn),x,6%,-7.1%,2.5%,-7%,8%,-1.0%,-4%,24%
NC(=O)C(c1ccc(Cl)cc1)c1ncc(C(F)(F)F)cc1Cl (stereo not drawn),-6%,-4%,-4.3%,0.6%,-7%,4%,-1.5%,6%,2%
Cc1cccc(N=c2oc3cc(O)ccc3cc2C(N)=O)c1,-19%,9%,-6.1%,-0.8%,-7%,5%,u,2%,23%
CSc1nc2ccc(NC(=O)C3CC(=O)N(Cc4ccccc4)C3)cc2s1 (stereo not drawn),-5%,5%,-5.2%,26%,-5%,-2%,0.4%,-1%,2%
Cc1c(C(=O)N2CCOCC2)c(S(=O)(=O)Nc2cccc(F)c2)c(C)n1C,-13%,0%,x,-0.9%,-19%,-4%,0.6%,6%,2%
COc1cc(NC(=O)C2CCC(CNc3c(N4CCCCC4)c(=O)c3=O)CC2)cc(OC)c1 (stereo not drawn),-6%,12%,1.4%,-1.2%,-2%,8%,0.5%,-7%,17%
COc1ccc(N2CCN(C(=O)CCNC(=O)c3ccc(Br)cc3)CC2)cc1,-6%,-4%,x,x,x,x,-1.5%,x,16%
COc1ccc(/C=C\C(=O)NCc2ccc3c(c2)cc(C)n3C)cc1OC,0%,5%,-3.1%,18%,4%,2%,2.1%,40%,2%
COc1cc(/C=C/C(=O)c2cccc([N+](=O)[O-])c2)cc(OC)c1OC,7%,-6%,-6.2%,0.6%,-8%,9%,12%,-13%,15%
CCCCCCC(=O)Nc1nc(C)c(-c2csc(Nc3cc(OC)ccc3OC)n2)s1,-2%,1%,-4.7%,4.3%,-2%,4%,8.1%,28%,19%
COc1ccc(C(=O)c2c[nH]cc2-c2ccccc2)cc1,-4%,9%,-1.5%,-0.1%,2%,-2%,2.1%,0%,3%
O=C(CSc1nc2c(c(=O)[nH]1)CN(Cc1ccc(F)cc1)CC2)Nc1ccc(F)cc1,-2%,8%,-2.1%,-2.7%,-8%,-3%,1.5%,0%,6%
CCCCOC(=O)/C(=C/c1cn(C)c2ccccc12)NC(=O)c1ccc(OC)cc1,-4%,5%,-3.6%,-0.4%,6%,1%,3.3%,2%,4%
CC(C)(C)OC(=O)NCCCC(CCCNC(=O)OC(C)(C)C)C(=O)O,-7%,5%,-18%,-0.8%,-2%,0%,0.3%,-4%,4%
COc1ccc(N2C(=O)CCC(C(=O)NCCCN3CCC(C)CC3)C2c2ccc(OC)c(OC)c2)cc1 (stereo not drawn),4%,3%,2.1%,-2.4%,-2%,-5%,1.1%,15%,-5%
O=C(O)/C(=C/c1ccco1)c1ccccc1,x,x,2.4%,1.3%,8%,-1%,-1.4%,43%,7%
CCCCc1ccc(NC(=O)Nc2cccnc2)cc1,7%,7%,x,1.4%,-6%,-5%,7.0%,0%,5%
CC12CCC(C(=O)N3CCC(Cc4ccccc4)CC3)(C(=O)C1=O)C2(C)C (stereo not drawn),0%,5%,-3.2%,1.4%,3%,16%,2.5%,-7%,-9%

# Taken from above (12 entries):
SMILES,NS5 inhibitors,MgcRacGAP inhibition,XIAP antagonists,HIV peptide binding,LYP phosphatase,Siah-1 displacement,RSV CPE inhibition,AID2073,SV40 large T antigen
CC([NH2+][O-])C(C)(C)NO (stereo not drawn),-2%,-4%,-2.2%,-1.3%,-2%,2%,0.7%,-8%,1%
N#Cc1c(Nc2ccc(F)cc2)sc(C(=O)c2ccc(F)cc2)c1N,-5%,0%,-8.3%,-0.6%,-9%,2%,0.0%,-17%,-3%
C=C(C)CSc1nncn1/N=C/c1ccc(OC)cc1,-2%,0%,-7.3%,43%,-6%,-1%,-0.2%,-4%,-15%
COc1cccc(C(=O)NCCS(=O)(=O)NCc2cccs2)c1,-11%,-6%,x,x,x,x,-1.4%,x,3%
CC(C)N1CC(C(=O)Nc2ccc(S(=O)(=O)N3CCCCC3)cc2)CC1=O (stereo not drawn),-9%,-6%,x,-0.5%,-7%,13%,2.6%,7%,5%
O=C(O)c1cc(N/N=C/c2c(O)ccc3ccccc23)ccc1Cl,7%,36µM*,x,38%,2%,-4%,5.1%,-8%,5%
Cc1ccc(-c2[nH]c(=S)[nH]c(=O)c2C#N)cc1,-5%,4%,-7.7%,1.5%,-6%,2%,1.0%,-9%,3%
Cc1ccc(OCCCC(=O)NC2CCCCC2)cc1,0%,-9%,x,-0.3%,-7%,2%,1.3%,-5%,27%
O=C(c1ccccc1)N(NC(=O)C(O)(c1ccccc1)c1ccccc1)c1cccc(F)c1,2%,8%,0.2%,3.7%,-4%,16%,1.8%,5%,-2%
O=C(Nc1ccc(Br)cc1)Nn1cnnc1,-10%,6%,x,-2.1%,-6%,4%,1.3%,8%,7%
CC(NC(=O)NC1CCCCC1)c1ccc2c(c1)OCO2 (stereo not drawn),4%,-4%,2.2%,-1.4%,-2%,-2%,1.6%,-8%,1%
CCS(=O)(=O)N1CCN(Cc2ccc([N+](=O)[O-])cc2)CC1,3%,17%,-6.6%,-2.0%,-5%,-1%,0.2%,16%,9%

# Bioassay records as filed in PubChem.
